Screening data (PubChem BioAssay)
JMJD2A Tudor: blocks the human JMJD2A Tudor domain; O75164; AlphaScreen JMJD2A-Tudor / H3K4me3 peptide binding; Potency, µM (doses to about 114 µM), for the others: at the top dose activity change, negative = inhibition, hits mostly inhibitors; actives 4.4% (n = 390,000); AID 504339; note: potency is the fitted concentration of half-maximal effect; % is set by controls: 0 for no effect and ±100 for the full control effect; nearly all actives have a fitted effect of over 50% in size
HP1b chromo inh: inhibitors of HP1-beta chromodomain binding to methylated histone tails; AID 540317; Potency, µM (series often up to 114 µM), for the others: at the top dose activity change, negative = inhibition, hits mostly inhibitors; actives 0.56% (n = 390,000); AlphaScreen HP1-beta / biotin-H3K9me3 peptide binding; note: potency is the fitted concentration of half-maximal effect; nearly all actives have a fitted effect of over 70% in size; inactives centre near 23
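Compound inhibition of the preformed complex between 50 nM HP1-beta and 50 nM biotinylated H3K9me3 peptide was read by AlphaScreen. Buffer was PBS pH 7.4 with 0.01% Tween-20. Incubations ran 30 min at room temperature, with 10 ug/mL donor/acceptor beads.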
ERG-DNA inh: blocks human ERG Ets domain binding to DNA; P11308; fluorescence polarization, His-ERG Ets domain / labelled DNA; Potency, µM (doses to about 76.9 µM), for inactives: at the highest dose FP activity, negative = inhibition, usual class: inhibitors; actives 0.028% (n = 370,000); AID 624246; active = well fitted inhibition curve with a large enough effect in the polarisation, with a control signal flat; inconclusive = small, poorly fitted or top-dose-only effect, or effect the other way, or a change in a side signal; inactive = no such curve, though single readings can be large or run the other way; the % refers to the polarisation;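 note: polarization taken with two DNA probes labelled with fluorescein and Texas red; potency is the fitted concentration of half-maximal effect; % of control where 0% means no effect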
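His-tagged ERG Ets domain (1 uM in the protein solution; 300mM KCl, 50mM Tris-HCl, 1mM EDTA, 1mM DTT, pH 7.5) received compound, then a probe mix of 5 nM fluorescein-DNA and 100nM Texas-615-DNA. Fluorescence polarization was read for both dyes.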
G9a block: blocks human histone lysine methyltransferase G9a | Q96KQ7 | G9a H3K9 monomethylation, AlphaScreen, 2 h | Potency, µM (titrated, usually from 102 µM), without a hit: top-dose activity, negative = inhibition, usual class: inhibitors | actives 8.8% (n = 350,000); note: potency is the fitted concentration of half-maximal effect; % is set by controls: 0 for no effect and ±100 for the full control effect; nearly all actives have a fitted effect of over 75% in size
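AlphaScreen read-out: biotin-H3K9 peptide (500 nM) methylation by 20 nM enzyme with 20 uM SAM, 2 h at room temperature after 15 min compound preincubation; anti-monomethyl H3K9 antibody plus donor/acceptor beads, 10 min dark.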
GLS inhibitor: inhibitors of human glutaminase (GLS). O94925. GLS enzymatic activity, qHTS titration. Potency, µM (series often up to 45.5 µM), inactives show top-dose activity change, negative = inhibition, most hits filed as inhibitors. actives 0.21% (n = 410,000); note: potency is the fitted concentration of half-maximal effect; % is set by controls: 0 for no effect and ±100 for the full control effect
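hKGA; 45 mM KH2PO4 pH 8.2 + 0.02% Tween-20; cpd via pin tool; 1 mM Gln soln; GluOx/HRP/Amplex Red; RT 30 min; fluor. t0 & final.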
BAZ2B inh: blocks human BAZ2B; AlphaScreen BAZ2B-H3K14Ac peptide displacement; Potency, µM (highest dose often 114 µM), without a hit: at the highest dose activity change, negative = inhibition, usual class: inhibitors; actives 4.4% (n = 360,000); note: potency is the fitted concentration of half-maximal effect; % is set by controls: 0 for no effect and ±100 for the full control effect; nearly all actives have a fitted effect of over 60% in size
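Complex of BAZ2B and biotin-H3K14Ac (50 nM apiece) forms over 30 min at RT, then faces library compounds up to 110 uM for another 30 min; AlphaScreen beads added, 20 min dark incubation, luminescence read.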
PI4K2A block: inhibitors of human PI4K2A; Q9BTU6; purified PI4K2A, ADP-Glo luminescence, 1 h; stronger effect = lower value; activity change, negative = inhibition, % at 76.9 µM; actives 0.13% (n = 420,000); AID 1346378; in the data active = activity change below about -50%; inconclusive = mostly about -30% to -49%;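 note: -100% = wells without enzyme as full effect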
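Compounds are screened against recombinant PI4K2A using PI as substrate and ATP, the latter dispensed at 300 microM. Reactions run one hour at ambient temperature before ADP-Glo detection; full inhibition defined by wells lacking enzyme.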
RGS4 inhibitor: inhibitors of human regulator of G protein signaling 4; Transcreener GDP fluorescence polarization, RGS4-accelerated GTP hydrolysis; AID 504845; Potency, µM (highest dose often 114 µM), for the others: at the top dose activity change, negative = inhibition, usual class: inhibitors; actives 0.039% (n = 390,000); note: potency is the fitted concentration of half-maximal effect; % is set by controls: 0 for no effect and ±100 for the full control effect; nearly all actives have a fitted effect of over 75% in size; some results filed as inactive show a strong effect at the top dose
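MLSMR compounds (23 nl, pin-transferred) preincubated 10 min at room temperature with a 500nM (2x) first reagent, then RGS4 at 900nM (2x) plus Transcreener GDP mix added; fluorescence polarization (620/688 nm) read before and after 90 min at 30 °C.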
ALOX12 inh: ALOX12 (human) lipoxygenase inhibition; purified 12hLO, xylenol orange hydroperoxide absorbance; Potency, µM (doses to about 108 µM), for inactives: top-dose activity change, negative = inhibition, most hits filed as inhibitors; P18054; actives 1.1% (n = 580,000); note: potency is the fitted concentration of half-maximal effect; % is set by controls: 0 for no effect and ±100 for the full control effect
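Purified human 12hLO (150 nM final) in 25 mM Hepes, 0.01% Triton X-100, pH 7.0 was preincubated 15 min at room temperature with compound. Then 40 uM arachidonic acid was added, 30 min. Hydroperoxide was read by Fe-XO absorbance ratio 573/405 nm.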
* marks the source's active call; other numbers are inactive results; ? = inconclusive; nt = no result given; [ ] = another dose, or the depositor's remark. Unless noted, calls come from the whole dose curve; as a rule, active = well fitted curve in the direction sought with a large enough effect; inconclusive = small, poorly fitted or top-dose-only effect, or another doubt; inactive = no such curve, though single readings can be large; an effect the other way counts as inactive or inconclusive.

SMILES	JMJD2A Tudor	HP1b chromo inh	ERG-DNA inh	G9a block	GLS inhibitor	BAZ2B inh	PI4K2A block	RGS4 inhibitor	ALOX12 inh
Cc1onc(-c2ccccc2)c1C(=O)N1CCN(S(=O)(=O)c2ccccc2C(F)(F)F)CC1	-8%	39%	-5%	2%[59 µM]	-9%	-26%	-4	-23%	-8%
CCc1nnc(NC(=O)COc2ccccc2[N+](=O)[O-])s1	-17%	16%	8%	9%	1%	-1%	2	8%	?
COc1ccc(/C=C2\Oc3cc(OCC(=O)N4CCC[C@H]4CO)ccc3C2=O)c(OC)c1	-17%	22%	7%	14%	1%	-11%	3	?	nt
Cc1ccc(NC(=O)c2oc3ccc(S(=O)(=O)N(C)C4CCCCC4)cc3c2C)c(C)c1	-11%	64%[activator]	0%	0%[59 µM]	2%	2%	-1	11%	-12%
Cc1ccc(-n2nc(C(=O)Nc3ccc(Cl)cn3)c3c4ccccc4n(C)c3c2=O)cc1	-24%	-1%	-8%	5%[59 µM]	3%	nt	2	4%	-28%
CCC(CC)NC(=O)CCCSc1nc2ccccc2[nH]1	-10%	73%[activator]	14%	2%	5%	2%	3	-13%	-9%
COc1ccc(CNC(=O)CCNC(=O)c2ccco2)cc1OC	0%	28%	18%	-38%	16%	-6%	-4	-9%	11%
CC(=O)c1ccc(NC(=O)C2CC(=O)Nc3nc4ccccc4n32)cc1 (stereo unspecified)	-17%	53%[activator]	-9%	-4%[12.7 µM]	1%	-1%	5	1%	12%
O=C(C[C@@H]1C/C=C/CCCC(=O)O[C@H](c2ccccc2)CNC1=O)NCCO	-10%	33%	1%	nt	-8%	nt	5	-7%	7%
C/C(=N\N=C(N)N)c1ccc(Cl)cc1	-10%	12%	-2%	-1%[59 µM]	6%	2%	3	15%	5%
O=C(CN(Cc1cccs1)C(=O)CSc1nnc(COc2ccccc2)o1)NC1CCCCC1	0%	29%	8%	-1%[59 µM]	1%	12%	-1	-7%	-17%
Cc1cccc(-n2c(N)cc(=O)nc2SCC(=O)Nc2ccc(F)cc2)c1C	2%	24%	5%	-1%[59 µM]	-1%	-24%	1	-18%	?
O=C(O)CCC(=O)N1N=C(c2ccc(Br)cc2)CC1c1ccc(Br)cc1 (stereo unspecified)	-13%	42%[activator]	2%	2%	0%	-25%	1	-5%	?
O=C(C1CCC1)N1CCN(c2ccccc2)CC1	3%	34%	9%	-21%	-4%	-7%	1	-8%	0%
COc1ccc(CC(=O)OCC(=O)Nc2c(C)n(C)n(-c3ccccc3)c2=O)cc1	-5%	22%	-5%	20%	0%	15%	-13	-25%	459%[activator]
FC(F)(F)c1cccc(-c2nc3nc(Cl)c(Cl)nc3[nH]2)c1	7%	36%	2%	5%	2%	-14%	-2	13%	nt
CCN(CC(=O)NCc1ccc(F)cc1)CC(O)COCc1cccc(OC)c1 (stereo unspecified)	-11%[11.4 µM]	38%	-2%	6%	-20%	8%	5	-3%[11.4 µM]	?
Cc1cc[n+]2c3c(cccc13)CCC2	?	-14%	-2%	?	63%[activator]	1%	-4	?	22%
CCc1ccc(NC(=O)CN(c2ccccc2)S(=O)(=O)N(C)C)cc1	-19%	20%	5%	11%[59 µM]	3%	-36%	-8	-3%	-15%
COc1cccc(NC(=O)NCCN2CCCCC2)c1	-1%	29%	-11%	12%	-12%	7%	-2	13%	0%
Cc1ccc(-c2nc(C)sc2CC(=O)O)cc1	-15%	63%[activator]	-10%	-40%[59 µM]	-7%	-12%	0	-14%	-14%
COc1ccccc1/C=C(/C(=O)OCC(=O)N(C)Cc1ccccc1)c1ccccc1	-14%	22%	-6%	-28%[59 µM]	-3%	-22%	1	2%	1%
CC1CC(C)(C)NC(=S)N1CC(=O)NCc1ccc(Cl)cc1 (stereo unspecified)	-14%	11%	-8%	28µM*	-3%	-4%	1	-22%	?
CCOc1cc(S(=O)(=O)N2CCN(S(=O)(=O)CC)CC2)c(OCC)cc1-n1cnnn1	-14%	29%	-9%	-4%	4%	-2%[57.1 µM]	-4	4%	17%
O=C(O)c1ccc(-n2nnnc2Oc2cccc3cccnc23)cc1	-9%	6%	2%	18%[59 µM]	0%	-1%	-2	16%	16%

At a glance, 9 of the compounds above.
SMILES	JMJD2A Tudor	HP1b chromo inh	ERG-DNA inh	G9a block	GLS inhibitor	BAZ2B inh	PI4K2A block	RGS4 inhibitor	ALOX12 inh
Cc1ccc(-n2nc(C(=O)Nc3ccc(Cl)cn3)c3c4ccccc4n(C)c3c2=O)cc1	-24%	-1%	-8%	5%[59 µM]	3%	nt	2	4%	-28%
CCC(CC)NC(=O)CCCSc1nc2ccccc2[nH]1	-10%	73%[activator]	14%	2%	5%	2%	3	-13%	-9%
COc1ccc(CNC(=O)CCNC(=O)c2ccco2)cc1OC	0%	28%	18%	-38%	16%	-6%	-4	-9%	11%
CC(=O)c1ccc(NC(=O)C2CC(=O)Nc3nc4ccccc4n32)cc1 (stereo unspecified)	-17%	53%[activator]	-9%	-4%[12.7 µM]	1%	-1%	5	1%	12%
O=C(C[C@@H]1C/C=C/CCCC(=O)O[C@H](c2ccccc2)CNC1=O)NCCO	-10%	33%	1%	nt	-8%	nt	5	-7%	7%
C/C(=N\N=C(N)N)c1ccc(Cl)cc1	-10%	12%	-2%	-1%[59 µM]	6%	2%	3	15%	5%
O=C(CN(Cc1cccs1)C(=O)CSc1nnc(COc2ccccc2)o1)NC1CCCCC1	0%	29%	8%	-1%[59 µM]	1%	12%	-1	-7%	-17%
Cc1cccc(-n2c(N)cc(=O)nc2SCC(=O)Nc2ccc(F)cc2)c1C	2%	24%	5%	-1%[59 µM]	-1%	-24%	1	-18%	?
O=C(O)CCC(=O)N1N=C(c2ccc(Br)cc2)CC1c1ccc(Br)cc1 (stereo unspecified)	-13%	42%[activator]	2%	2%	0%	-25%	1	-5%	?

More structures follow.
SMILES	JMJD2A Tudor	HP1b chromo inh	ERG-DNA inh	G9a block	GLS inhibitor	BAZ2B inh	PI4K2A block	RGS4 inhibitor	ALOX12 inh
Cc1ccc(NC(=O)c2nnn(-c3cc(C)cc(C)c3)c2N)cc1	-8%[57.1 µM]	51%[activator]	-1%	nt	1%	0%	1	-7%[56.9 µM]	0%
COc1ccc([N+](=O)[O-])cc1NC(=O)c1cn(-c2ccc(C)c(C)c2)c(=O)c2ccccc12	-5%	27%	2%	2%[59 µM]	-2%	5%	-2	-6%	-11%
COc1ccccc1C(=O)OCCNC(=O)Cn1cnc2c1c(=O)n(C)c(=O)n2C	0%	46%[activator]	16%	22%[0.0925 µM]	-4%	11%	-1	-2%	-3%
COc1cc2oc(=O)c(CC(=O)NCc3ccc(OC)c(OC)c3)c(C)c2cc1Cl	-2%	34%	0%	7%[59 µM]	-8%	-1%	-1	-6%	-21%
CC(OC(=O)c1cc(=O)[nH]c2ccccc12)C(=O)c1ccccc1 (stereo unspecified)	-14%	23%	-1%	?	0%	-25%	-5	-13%	-9%
CCCn1c(SC(C(=O)Nc2cc(C)ccc2OC)c2ccccc2)nc2ccccc2c1=O (stereo unspecified)	1%	39%	-2%	14%[59 µM]	-5%	-2%	5	-7%	-4%
CCOc1c(S(=O)(=O)NC2CC(C)(C)NC(C)(C)C2)ccc(Cl)c1Cl	-17%	22%	-1%	-21%	6%	-11%	-5	16%	?
Cc1ccc(C(=O)NCC(=O)NCC(c2cccs2)N2CCOCC2)cc1 (stereo unspecified)	-20%	33%[activator]	-3%	-1%[12.7 µM]	0%	-9%	-2	4%	12%
Cc1ccc(N2CCN(CCc3nc4cc(NS(C)(=O)=O)ccc4n3C)CC2)cc1	-21%	14%	-8%	7%[12.7 µM]	47%[activator]	5%	7	-1%	-13%
Cc1ccc(CNC(=O)CN(C(=O)C2(C)CC(=O)N=C3C=CC=CN32)c2ccccc2)cc1 (stereo unspecified)	3%	36%	3%	18%	-6%	5%	0	-10%	-15%
COc1ccc(OC)c(NC(=O)CS(=O)(=O)c2cn(CC(=O)N3CCOCC3)c3ccccc23)c1	-5%	-1%	-7%	-50%	2%	-1%	-2	-28%	22%
CCOc1cc(S(=O)(=O)NCC2CCCO2)ccc1F (stereo unspecified)	-6%	48%[activator]	1%	17%	2%	-10%	-3	8%	?
O=S(=O)(c1ccc(F)cc1)N1CCN(C(=S)NCCc2ccccc2)CC1	-4%	42%[activator]	5%	nt	1%	-9%	-2	-17%	3%
Cc1cc(C)c(NC(=O)c2cc(C(=O)O)ccc2C(=O)O)c([N+](=O)[O-])c1	-17%	23%[57 µM]	-8%	-45%	12%	-21%	3	-23%	-26%
COC(=O)C1CCN(C(=O)CSc2nc3nc(C)cc(C)n3n2)CC1	-3%	23%	-4%	-30%	0%	0%	-1	6%	4%
COc1cccc(C2C(C(=O)c3cc4ccccc4o3)=C(O)C(=O)N2CCN(C)C)c1OC (stereo unspecified)	17%[11.4 µM]	37%[activator]	16%	nt	13%	nt	-3	-28%[11.4 µM]	?
COCC(=O)NC1CC2CCC(C1)N2C(=S)Nc1ccccc1C(=O)OC (stereo unspecified)	-4%	10%	-4%	nt	0%	4%	-2	-5%	-4%

An excerpt (hit frequency here may not be typical).
